HttQ103 aggreg = inhibitors of mutant huntingtin aggregate formation in PC12 cells; 1.1% of 220,000 active; PC12 HttQ103-GFP aggregates, Acumen cytometry, 40 h; Potency, µM (doses to about 46.1 µM), without a hit: at the top dose activity change, negative = inhibition, usual class: inhibitors; also: potency is read from the fitted curve at half-maximal effect; % is scaled to controls: 0 for no effect and ±100 for the full control effect; nearly all actives have a fitted effect of over 60% in size
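Aggregate formation scored by laser-scanning cytometer (488 excitation, 500–530 emission) in lysed PC12 cells expressing Q103-GFP after 100 nM tebufenozide induction; library tested in dose series, with ATPLite reagent added in the multiplex.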
IMPase Li cell = IMPase inhibition in cells with lithium potentiation. CHO-M1 cells, IP1 TR-FRET (IP-One), carbachol + lithium. Potency, µM (highest dose often 59.4 µM), for inactives: at the highest dose activity, negative = IMPase inhibition, hits mostly inhibitors. 0.35% of 210,000 active. AID 1457;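 also: IP1 builds up when IMPase is blocked and the TR-FRET signal falls; potency is read from the fitted curve at half-maximal effect; plate controls were basal vehicle for no effect and high inhibitor control for full effect; nearly all actives have a fitted effect of over 50% in size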
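Test compounds were applied to CHO-M1 cells previously cultured for 16–30 h at 2000 per well. A small lithium amount accompanied them; after 30 min at 37C, IP1 was quantified by TR-FRET.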
CBFb RUNX1 block = blocks binding between human CBF-beta and RUNX1 | AlphaScreen CBFb-His/RUNX1-biotin binding, biochemical | Potency, µM (highest dose often 59.8 µM), for inactives: at the highest dose activity, negative = inhibition, most hits filed as inhibitors | 230,000 tested, under 10 active; also: % of control where 0% means no effect
Target sequence (Q01196 whole entry, looked up): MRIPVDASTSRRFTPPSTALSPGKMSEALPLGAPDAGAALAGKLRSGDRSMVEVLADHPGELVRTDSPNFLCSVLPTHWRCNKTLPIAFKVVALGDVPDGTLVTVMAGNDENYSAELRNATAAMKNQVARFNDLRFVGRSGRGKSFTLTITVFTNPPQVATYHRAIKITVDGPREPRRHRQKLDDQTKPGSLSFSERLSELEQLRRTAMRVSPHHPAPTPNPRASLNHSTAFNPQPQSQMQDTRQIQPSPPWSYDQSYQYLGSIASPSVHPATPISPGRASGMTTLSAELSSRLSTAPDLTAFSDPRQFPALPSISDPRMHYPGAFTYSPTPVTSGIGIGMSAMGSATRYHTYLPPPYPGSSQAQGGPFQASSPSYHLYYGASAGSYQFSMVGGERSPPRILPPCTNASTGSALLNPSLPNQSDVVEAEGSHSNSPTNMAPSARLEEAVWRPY
Target sequence (Q13951 whole entry, looked up): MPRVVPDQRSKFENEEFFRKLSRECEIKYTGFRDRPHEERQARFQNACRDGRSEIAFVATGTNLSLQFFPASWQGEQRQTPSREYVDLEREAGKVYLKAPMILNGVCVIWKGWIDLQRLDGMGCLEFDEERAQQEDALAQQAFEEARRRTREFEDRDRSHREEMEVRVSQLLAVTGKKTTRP
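Proteins preincubated together for 20 min at RT before compound addition; 15 min later, nickel and streptavidin beads were added and left 90 min prior to AlphaScreen measurement.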
NPSR antag = antagonists of human neuropeptide S receptor cAMP signaling | Q6W5P4 | CHO-NPSR cells, cAMP TR-FRET, antagonist mode | Potency, µM (titrated, usually from 38.3 µM), inactives show top-dose activity change, negative = inhibition, usual class: inhibitors | 1% of 220,000 active; also: potency is read from the fitted curve at half-maximal effect; % is scaled to controls: 0 for no effect and ±100 for the full control effect; nearly all actives have a fitted effect of over 50% in size; many of its hits are not listed in these tables
Target sequence (Q6W5P4 whole entry, looked up): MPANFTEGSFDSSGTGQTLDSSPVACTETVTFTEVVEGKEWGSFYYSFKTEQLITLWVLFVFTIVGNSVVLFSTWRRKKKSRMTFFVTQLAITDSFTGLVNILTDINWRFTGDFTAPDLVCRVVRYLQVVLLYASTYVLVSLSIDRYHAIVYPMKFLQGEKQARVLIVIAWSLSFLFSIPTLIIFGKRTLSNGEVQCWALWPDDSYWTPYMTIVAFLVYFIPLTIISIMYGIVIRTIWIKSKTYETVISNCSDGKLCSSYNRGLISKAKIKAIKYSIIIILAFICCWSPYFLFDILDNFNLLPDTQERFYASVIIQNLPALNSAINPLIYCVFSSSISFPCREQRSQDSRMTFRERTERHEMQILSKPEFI
Lamin A splicing = modulators of lamin A splicing; Potency, µM (top dose mostly 46.1 µM), inactives show at the highest dose ratio change, negative = inhibition, hits mostly inhibitors; HeLa LMNA splicing GFP/RFP minigene ratio, 48 h; 0.01% of 200,000 active; AID 1487; active = well fitted inhibition curve with a large enough effect in the signal ratio, with a control signal flat, not every such curve was filed as active; inconclusive = small, poorly fitted or top-dose-only effect, or effect the other way, or a change in a side signal; the % refers to the signal ratio; also: potency is read from the fitted curve at half-maximal effect; % is scaled to controls: 0 for no effect and ±100 for the full control effect
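S3 HeLa stable clones carrying a lamin A-EGFP splicing minigene plus DsRed2 were seeded at 600 cells/well in Opti-MEM with 2% FBS, pin-dosed and incubated 48 h at 37°C. Acumen cytometry (488 nm) gave the GFP/RFP total-intensity ratio.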
Epigenetic reg = regulators of epigenetic silencing causing reporter derepression in mouse cells | murine LDR cells, GFP reporter derepression, 30 h | Potency, µM (series often up to 53.9 µM), inactives show top-dose GFP activation, hits mostly activators | 0.2% of 280,000 active; also: potency is read from the fitted curve at half-maximal effect; % of control where 0% means no effect; nearly all actives have a fitted effect of over 60% in size
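Murine LDR cells carrying a silenced, genomically integrated CMV-driven GFP reporter were exposed to compound for 30 hours at 37 C. After PBS washes, GFP-positive cells (20–120 um objects) were counted by laser-scanning microplate cytometry.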
Luc counter = Kinase-Glo luciferase inhibition (counter-screen). Q27757. Kinase-Glo luciferase, ATP luminescence, 8 min. Potency, µM (doses to about 38.3 µM), for inactives: at the top dose activity change, negative = inhibition, usual class: inhibitors. 0.28% of 200,000 active; also: potency is read from the fitted curve at half-maximal effect; % is scaled to controls: 0 for no effect and ±100 for the full control effect; nearly all actives have a fitted effect of over 60% in size
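Compounds were added to a substrate mix at pH 7.2 (50 mM imidazole, 10 uM ATP, within the enzyme's linear range), followed by Kinase-Glo detection reagent; luminescence was measured after 8 minutes at ambient temperature.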
An asterisk follows results filed as active; ? = inconclusive; . = not tested or not shown; & = joins results of further samples; [ ] = another dose, or the depositor's remark. Unless noted, calls follow the shape of the dose curve; as a rule, active = well fitted curve in the direction sought with a large enough effect; inconclusive = small, poorly fitted or top-dose-only effect, or another doubt; inactive = no such curve, though single readings can be large; an effect the other way counts as inactive or inconclusive. These rows are one share of the data; rates above refer to the full screens.

Order of results – HttQ103 aggreg	IMPase Li cell	CBFb RUNX1 block	NPSR antag	Lamin A splicing	Epigenetic reg	Luc counter
(1) CSc1ccc(CNCCCN(C)C)cc1
 : -15%	1%	2%	22%	-25%	0.0%	-1%
(2) O=C1CC(N(O)c2ccccc2)C(=O)N1c1cc(Cl)cc(Cl)c1 (stereo not drawn)
 : 8%	-18%[38.3 µM]	-4%	-11%[46.1 µM]	-2%	0.0%	-3%
(3) CCN(CC)Cc1c(O)ccc2c(-c3ccccc3)cc(=O)oc12
 : -31%	-7%[38.3 µM]	11%	3%[46.1 µM]	?	3.2%	2%
(4) CC(/C=N/NC(=O)c1cccnc1)=C\c1ccco1
 : 20%	35%[activator][38.3 µM]	3%	-11%[46.1 µM]	4%	-1.0%	-7%
(5) Cc1scc(C(=O)NNC(=O)CCC(=O)O)c1C
 : 10%[9.22 µM]	3%	7%	-20%	-1%[46 µM]	1.1%	-2%
(6) COc1ccc(C)cc1NC(=O)C(OC(=O)CNC(=O)c1ccc(Br)cc1)c1ccccc1 (stereo not drawn)
 : -23%	8%	?	-2%	-6%	-1.3%	-1%
(7) Cc1cc(=O)n2[nH]c(-c3ccccc3)cc2n1
 : -11%	-10%[38.3 µM]	3%	-3%[46.1 µM]	4%	-0.7%	-6%
(8) COc1ccccc1[C@@H]1C(c2ccccc2)=NN(c2ccccc2)[C@H]1C(=O)N1CCOC1=O
 : .	-7%	?	.	.	3.8%	1%[39.9 µM]
(9) Clc1cccc(CN2CCCCCCC2)c1Cl
 : 12%	-2%	-1%	3%	-8%	1.1%	2%
(10) COc1ccc(OC)c2[nH]c(=O)c(CCNC(C)=O)cc12
 : 13%	5%[38.3 µM]	12%	1%[46.1 µM]	-5%	0.0%	-3%
(11) Cc1csc(NC(=O)c2cc(C)nc3ccccc23)n1
 : -1%	8%	1%	0%	-10%[46 µM]	0.0%	-1%
(12) CCCn1c(-c2ccc(F)cc2)nc2c(NCCCN(CC)CC)nc(C)nc21
 : .	-1%	4%	.	.	2.7%	-1%
(13) O=C(c1c(Cl)nc2sccn12)N1CCN(c2cccc(Cl)c2)CC1
 : -16%[9.22 µM]	7%[38.3 µM]	-1%	4%[46.1 µM]	?	3.1%	0%
(14) COC(=O)CS(=O)(=O)c1cc(Br)cc2c1N(C(C)=O)CC2
 : 14%	-1%	12%	-2%[46.1 µM]	-4%	0.0%	7%
(15) c1ccc(SCc2nc(-c3ccncc3)no2)cc1
 : -10%	19%[38.3 µM]	10%	-7%[46.1 µM]	-1%	7.5%	-3%
(16) CN1C(=O)SC(Nc2ccccc2C(=O)O)C1=O (stereo not drawn)
 : -5%	-8%[38.3 µM]	1%	6%[46.1 µM]	-2%	-1.1%	4%
(17) COc1ccccc1CCNC(=O)/C(=C/c1cccnc1)NC(=O)c1ccccc1
 : -4%	0%	11%	8%	-6%	-0.9%	-4%
(18) O=C1CCC(C(=O)OCc2cc(=O)oc3ccc4ccccc4c23)=NN1
 : 27%[9.22 µM]	.	-8%	-6%	.	4.5%	.
(19) CCOC(=O)C1CC(C)=C(C)CC1C(=O)O (stereo not drawn)
 : 2%[9.22 µM]	.	-1%	-15%	.	0.1%	.
(20) Cc1cccc(C(=O)c2c(N)sc3c2CCC(C)C3)c1 (stereo not drawn)
 : ?	.	0%	-2%[46.1 µM]	?	0.9%	.
(21) C=CCn1c(SC(CCO)C(=O)NCc2ccco2)nc2sc3c(c2c1=O)CCC3 (stereo not drawn)
 : 19%	-4%[38.3 µM]	-2%	-19%[46.1 µM]	-1%	-1.0%	2%
(22) CCOC(=O)c1cnn(Cc2cccc(Cl)c2)c1C
 : -10%	26%	25%	16%	.	-1.5%	0%
(23) CC(=O)c1cccc(NC(=O)CSc2nnc(-c3ccc(S(=O)(=O)N4CCCC4)cc3)o2)c1
 : -10%	-8%[38.3 µM]	4%	?	1%	-0.2%	-1%
(24) COc1cccc(CNC(=O)C2CCN(S(=O)(=O)N3CC(C)CC(C)C3)CC2)c1 (stereo not drawn)
 : -20%	9%[38.3 µM]	1%	-12%[46.1 µM]	4%	-1.1%	-3%
(25) Cc1oc2ccccc2c1CC(=O)NCCCN(C)C
 : -3%[9.22 µM]	.	3%	5%	.	-0.7%	.
(26) O=C(Nc1ccccc1)c1ccc(N2CCN(c3ccccc3)CC2)c(S(=O)(=O)N2CCOCC2)c1
 : 4%[9.22 µM]	-14%[38.3 µM]	-13%	-26%[46.1 µM]	-7%	-1.8%	2%
(27) CCOc1cc(-c2cn(S(=O)(=O)c3cccc4nsnc34)nc2N)cc(OCC)c1OCC
 : -9%	41%[activator][38.3 µM]	-8%	?	-8%	1.5%	-2%
(28) N#Cc1ccc(C(=O)Nc2nc(SCc3ccc(Cl)cc3)n[nH]2)cc1
 : 1%	-4%	2%	8%	.	0.0%	-1%
(29) COC(=O)C1=C(C)NC2=C(C(=O)CCC2)C1c1cn(Cc2ccc(Cl)cc2Cl)nc1-c1ccccc1 (stereo not drawn)
 : -8%	-20%[38.3 µM]	25%	?	12%	-2.0%	-4%
(30) COc1ccc(N(C(=O)c2ccncc2)S(=O)(=O)c2ccc3c4c(cccc24)C(=O)N3C)cc1
 : 2%	-8%	-8%	-15%	.	8.7%	8%
(31) CC(C)CC(=O)NC(=S)Nc1ccc(N2CCN(C(=O)c3cccs3)CC2)cc1
 : 2%[9.22 µM]	.	-14%	-24%	.	6.9%	.
(32) C/C(CC(=O)Nc1ccc(N(C)C)cc1)=N\NC(=O)C(=O)NCc1ccccc1
 : -9%	26%	-27%	-8%	.	-1.0%	0%
(33) NC(=O)NCc1ccc(C(=O)OCc2ccncc2)cc1
 : -16%	-3%	-10%[2.36 µM]	16%	5%	-3.1%	-3%
(34) N=c1c(C(=O)NCc2ccccc2)cc2c(=O)n3ccccc3nc2n1CCCN1CCOCC1
 : 15%	9%[38.3 µM]	3%	-2%[46.1 µM]	3%	2.2%	1%
(35) CCOC(=O)c1c(N=CN(C)C)c(C#N)n2c1CCC2
 : -22%	0%[38.3 µM]	5%	-5%[46.1 µM]	-2%	-2.4%	12%
(36) Cn1c[n+](C)cc1-c1ccc(/C(N)=N/O)cc1
 : 4%	1%	0%	14%	?	-3.8%	3%
(37) CC(C)(C)OC(=O)N[C@@H](Cc1ccccc1)c1nnc(S(=O)(=O)Cc2ccccc2)o1
 : ?	31%[activator][38.3 µM]	-2%	?	?	2.3%	1%
(38) O=c1onc2n1-c1cc(Br)ccc1OC2
 : .	6%	0%	8%[46.1 µM]	?	-0.2%	-1%
(39) COc1ccccc1C(=O)NCc1n[nH]c(=S)n1Cc1ccccc1
 : -12%	7%	-4%	2%	.	2.2%	1%
(40) Cc1ccc(C(=O)Nc2nc3nc(-c4ccccc4)cc(=O)n3[nH]2)cc1
 : 15%	23%[38.3 µM]	?	-3%[46.1 µM]	15%	3.1%&-2.9%	-6%
(41) O=C1[C@@H]2CSCN2C(=O)CN1CCc1cccc(F)c1
 : -1%	14%[38.3 µM]	3%	0%[46.1 µM]	0%	-0.7%	-1%
(42) CC(NC(=O)c1ccc(C23CC4CC(CC(C4)C2)C3)cc1)C(=O)O (stereo not drawn)
 : -17%	7%	-1%	-25%	.	-0.1%	0%
(43) O=S(=O)(c1cccc(-c2nnc(-c3cccnc3)o2)c1)N1CCCCC1
 : -3%	-4%	-2%	-17%[46.1 µM]	-9%	3.0%	2%
(44) CN1CCN(/C=C2\SC(=S)NC2=O)CC1
 : -5%	6%[38.3 µM]	1%	-18%[46.1 µM]	1%	-1.0%	1%
(45) CCN(c1ccccc1)S(=O)(=O)c1cc(NC(=O)CSc2n[nH]c(=O)[nH]c2=O)ccc1Cl
 : -10%[9.22 µM]	.	-3%	12%	.	-0.4%	.
(46) COCCN1Cc2cccc(C(=O)NC(C)c3cccs3)c2C1=O (stereo not drawn)
 : -3%	31%[activator][38.3 µM]	1%	-3%[46.1 µM]	7%	0.1%	-1%
(47) CC1CCC(N2CCN(S(C)(=O)=O)CC2)CC1 (stereo not drawn)
 : -8%	34%[38.3 µM]	9%	9%[46.1 µM]	3%	-1.0%	-5%
(48) Cc1ccc(-c2csc(-c3c[nH]c4ccccc34)n2)c(C)c1
 : -8%	16%[38.3 µM]	-6%	-1%[46.1 µM]	?	-1.0%	-4%
(49) CCCN1Cc2cccc(C(=O)NC3CCCC3)c2C1=O
 : -11%	15%[38.3 µM]	5%	-9%[46.1 µM]	11%	0.0%	-1%
(50) CCn1c(=NC(=O)c2cccc(N3C(=O)CCC3=O)c2)sc2c(C)ccc(OC)c21
 : 14%[9.22 µM]	.	4%	-30%	.	-1.3%	.
(51) CN(C)c1nc(OCCNC(=O)Nc2ccc(Cl)cc2)nc(N(C)C)n1
 : -15%	2%	22%	-9%	.	-1.3%	1%
(52) O=C(c1ccc2c(c1)N(Cc1cccc(Cl)c1)C(=O)c1ccccc1S2(=O)=O)N1CCN(c2ccccn2)CC1
 : 4%	14%	3%	-49%	?	-2.2%	2%
(53) CCN(CC)CCCNC(=O)Cn1ccc2ccccc2c1=O
 : 29%	-1%	3%	10%	20%[46 µM]	-0.6%	0%
(54) O=C(N/N=C/c1cccnc1)c1cccc(S(=O)(=O)N2CCCC2)c1
 : 6%	10%	3%	-4%	4%[46 µM]	0.9%	0%
(55) CCCCNCCOCCOc1ccc(F)cc1
 : 0%	-2%[38.3 µM]	6%	5%[46.1 µM]	-3%	5.4%	-2%
(56) CC/C(=N\NC(=O)Nc1ccccc1)c1ccccc1
 : 12%	.	0%	-8%[46.1 µM]	-11%	0.0%	.
(57) CCN(CC)CCNC(=O)c1ccc(N2CCCCC2)c(NS(=O)(=O)c2ccc(C)cc2)c1
 : -9%	11%	1%	-12%[46.1 µM]	-2%	-5.7%	-1%
(58) Cc1c(NC(=O)c2ccc(Br)o2)c(=O)n(-c2ccccc2)n1C
 : -14%	29%[38.3 µM]	-5%	7%[46.1 µM]	2%	0.0%	-2%

By substructure: the compounds so far with a cyano group
Order of results – HttQ103 aggreg	IMPase Li cell	CBFb RUNX1 block	NPSR antag	Lamin A splicing	Epigenetic reg	Luc counter
(28) N#Cc1ccc(C(=O)Nc2nc(SCc3ccc(Cl)cc3)n[nH]2)cc1
 : 1%	-4%	2%	8%	.	0.0%	-1%
(35) CCOC(=O)c1c(N=CN(C)C)c(C#N)n2c1CCC2
 : -22%	0%[38.3 µM]	5%	-5%[46.1 µM]	-2%	-2.4%	12%
